hgDAF12 agonist – activates the H. glycines DAF-12 receptor ligand-binding domain. HEK293 GAL4-hgDAF12 UAS-luciferase reporter, agonist luminescence; normalized to butyrate control. 1.8% of 370,000 active. AID 687014. activation, % at 6.8 µM;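 active means activation above a cutoff set at the mean of all screened compounds plus 3 SD, cut at about 10% in these data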;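 further: 0% = DMSO wells and 100% = sodium butyrate wells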
DAX1 inh-1 – DAX1 (NR0B1) inhibition, primary screen | AID 652010 | inhibition, % at 6.8 µM | HEK293T StAR-luciferase reporter, SF-1/DAX-1 repression relief | 1.1% of 370,000 active;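 active means inhibition above the mean over all tested compounds plus 3 SD, cut at about 3.6% in these data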;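 further: 0% = DAX-1 cells with DMSO and 100% = cells lacking DAX-1 with DMSO; higher inhibition means more luminescence from relief of DAX-1 repression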
PG9 binder – small molecules binding HIV-1 gp120 antibody PG9 | inhibition, % at 6.7 µM | 0.43% of 360,000 active | TR-FRET gp120-PG9 antibody binding; in the data active means inhibition above about 8.5%
ADAM10 inh – ADAM10 inhibition, QFRET primary screen; recombinant ADAM10, EDANS/DABCYL FRET peptide cleavage, 3 h; inhibition, % at 7 µM; 0.62% of 370,000 active;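 active means inhibition above a per-campaign cutoff equal to the mean of compounds falling between control-based bounds plus 3 SD, cut at about 20% in these data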;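 further: 0% = DMSO wells while the 100% control is not disclosed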
Target sequence (O14672 214-748 limits assumed): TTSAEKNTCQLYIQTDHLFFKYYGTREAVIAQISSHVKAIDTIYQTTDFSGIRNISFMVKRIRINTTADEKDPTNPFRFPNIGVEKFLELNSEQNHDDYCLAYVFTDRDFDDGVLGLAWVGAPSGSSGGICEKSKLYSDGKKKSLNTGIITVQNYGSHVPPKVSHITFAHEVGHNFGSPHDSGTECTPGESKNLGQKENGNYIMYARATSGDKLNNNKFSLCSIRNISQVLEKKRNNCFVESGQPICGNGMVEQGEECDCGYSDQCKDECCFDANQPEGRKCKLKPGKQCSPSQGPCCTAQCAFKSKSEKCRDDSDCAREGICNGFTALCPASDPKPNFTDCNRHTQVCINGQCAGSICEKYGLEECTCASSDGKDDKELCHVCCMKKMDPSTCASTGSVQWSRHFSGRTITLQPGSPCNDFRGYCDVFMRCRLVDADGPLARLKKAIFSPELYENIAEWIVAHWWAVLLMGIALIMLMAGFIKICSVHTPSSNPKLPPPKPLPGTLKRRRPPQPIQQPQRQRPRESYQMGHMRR
hcDAF-12 act – activators of H. contortus DAF-12 nuclear receptor | HEK293 hcDAF-12 lit1-tk-luc reporter, luminescence; 0% DMSO, 100% Δ7-dafachronic acid | activation, % at 6.8 µM | 1.4% of 370,000 active;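 active means activation above the mean of all tested compounds plus 3 SD, cut at about 5.5% in these data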;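 further: 100% = response to 3 µM Δ7-dafachronic acid high control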
ADAM17 inh – ADAM17 inhibition, QFRET primary screen; 0.83% of 370,000 active; P78536; AID 720648; recombinant ADAM17, EDANS/DABCYL FRET peptide cleavage; inhibition, % at 6.95 µM;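 active means inhibition above the mean of compounds lying between control limits plus 3 SD, set per campaign, cut at about 8.5% in these data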;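 further: 0% = DMSO-only wells as the low control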
DAX1 inh-2 – NR0B1 (DAX1) inhibition; AID 504766; inhibition, % at 6.75 µM; P51843; 0.99% of 340,000 active; HEK293 Gal4-DAX1 luciferase reporter, luminescence;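 active means inhibition above the mean over all tested compounds plus 3 SD, cut at about 4.2% in these data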;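 further: 0% = DAX1-transfected cells with DMSO and 100% = empty-vector control cells with DMSO; inhibition shows as a rise in luminescence from relieved DAX1 repression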
Target sequence (P51843 207-470 limits assumed): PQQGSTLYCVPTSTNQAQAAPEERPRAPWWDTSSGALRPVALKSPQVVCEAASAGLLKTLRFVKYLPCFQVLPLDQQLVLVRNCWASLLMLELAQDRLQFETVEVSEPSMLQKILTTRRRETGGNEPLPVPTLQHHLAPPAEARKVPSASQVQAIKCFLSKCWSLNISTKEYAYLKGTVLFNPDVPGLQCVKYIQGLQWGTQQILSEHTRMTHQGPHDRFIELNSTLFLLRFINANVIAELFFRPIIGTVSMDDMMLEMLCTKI
SMARCA2 activ – activators of SMARCA2 function | MG213 cells, MMTV-luciferase reporter, dexamethasone, overnight | activation, % at 9.1 µM | 1% of 370,000 active | AID 652017; in the data active means activation above about 7.8%;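 further: 0% = vehicle wells and 100% = reference activator wells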
ssDAF12 agonist – S. stercoralis DAF-12 activation, primary screen; activation, % at 6.8 µM; 1% of 370,000 active; HEK293 ssDAF-12/GRIP1 lit1-tk-luc reporter, luminescence; % of 3 µM dafachronic acid response;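 active means activation above the mean over all tested compounds plus 3 SD, cut at about 0.9% in these data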;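 further: 0% = DMSO-only wells and 100% = 3 µM delta7-dafachronic acid wells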
NPR1 activator – GC-A (human) enzyme activation | AID 1671463 | HEK293 GC-A cells, cGMP TR-FRET, EC30 ANP; 0% at EC30 ANP, 100% saturating ANP | activation, % at 10 µM | P16066 | 0.14% of 370,000 active; in the data active means activation above about 40%
GAA850 FXN act – activators of GAA850 frataxin (FXN) promoter | activation, % at 6 µM | AID 540364 | HEK293 lucGAA850 FXN promoter luciferase reporter, 24 h; percent of 10 µM SAHA response | 0.56% of 360,000 active;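 active means activation above the average of all compounds screened plus 3 SD, cutoff fixed separately per campaign, cut at about 7.5% in these data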;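 further: 0% = DMSO wells and 100% = 10 µM SAHA wells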
An asterisk follows results filed as active; nt = not tested or not shown.

| Molecule | NPR1 activator | PG9 binder | SMARCA2 activ | hgDAF12 agonist | GAA850 FXN act | ADAM10 inh | DAX1 inh-1 | DAX1 inh-2 | ssDAF12 agonist | hcDAF-12 act | ADAM17 inh |
| --- | --- | --- | --- | --- | --- | --- | --- | --- | --- | --- | --- |
| Cc1cc(C)nc(Nc2nc(-c3ccccc3)cs2)n1 | 2 | -0.1 | 4 | 18* | 2.5 | -5 | 4.5* | -1.9 | 5.0* | 22* | 2 |
| CCCCNC(=O)N1CCN(Cc2ccc(F)cc2)CC1 | 1 | -1.4 | 1 | -0.5 | 0.2 | -6 | 0.2 | 1.2 | -1.1 | -0.5 | 0 |
| COc1ccc(CSc2nnc(SCC(=O)Nc3ccccc3C(F)(F)F)s2)cc1 | -3 | nt | -2 | -0.4 | nt | -2 | -1.3 | nt | -1.2 | -0.6 | 1 |
| CC(C)(C)n1nnnc1C(c1ccccc1OC(F)(F)F)N1CCN(C/C=C/c2ccccc2)CC1 (stereo not given) | -2 | 0.5 | -6 | -0.1 | nt | 0 | -0.7 | nt | -1.1 | 0.9 | 1 |
| CCCNC(=O)C[C@H]1CC[C@H]2[C@@H](COc3ccc(NC(=O)c4cncs4)cc3C(=O)N2C)O1 | 1 | nt | -1 | 0.8 | nt | 12 | 2.2 | nt | -0.7 | -0.3 | -7 |
| CN(C(=O)Cc1ccccc1)n1cnnc1 | 1 | -0.3 | 0 | -2.1 | -1.1 | 8 | -0.6 | -0.3 | -0.9 | -0.8 | -4 |
| CCOCCCNCC(=O)Nc1ccccc1N1CCOCC1 | 0 | -3.9 | 3 | -0.1 | -3.2 | -1 | 0.0 | -0.5 | -1.2 | -0.3 | 1 |
| COc1cc2cc(CN(CCc3cccc(C)c3)C(=S)NCCCN(C)C)c(=O)[nH]c2cc1OC | 1 | -0.7 | 5 | 0.1 | -1.0 | -359 | 0.9 | 1.4 | -1.1 | -0.8 | -108 |
| CN1CCN(c2ccccc2NC(=O)c2ccc(F)cc2)CC1 | -3 | 0.4 | -2 | -1.0 | 0.4 | -5 | -0.5 | -1.5 | -0.9 | 0.5 | -5 |
| CC(C)(C)c1ccccc1NC(=O)c1ccco1 | -2 | 0.1 | 0 | 1.7 | 1.2 | -6 | 0.4 | 2.0 | -1.2 | -0.6 | -3 |
| O=C(OCCNC(=O)c1ccc2ccccc2n1)c1cccnc1 | 1 | 0.4 | -1 | -0.3 | -0.1 | -4 | -0.7 | 0.3 | -1.3 | -3.2 | 0 |
| CC1=C(C#N)C(=O)NC1(C)O (stereo not given) | 1 | 0.0 | -2 | 3.9 | -1.0 | -13 | -0.1 | 1.0 | -0.8 | -1.1 | -9 |
| COc1ccc(NC(=O)CN(c2ccc(C)cc2)S(=O)(=O)c2c(C)nn(C)c2C)cc1 | 1 | 1.4 | -4 | 0.1 | -1.7 | 1 | -0.4 | 0.8 | -1.0 | -2.0 | -1 |
| Cc1ccccc1N(CC(=O)N/N=C/c1ccc(Cl)cc1)C(=O)c1ccccc1 | 0 | -5.9 | -1 | 0.5 | -0.8 | -1 | -0.1 | 0.3 | -0.6 | -0.6 | 0 |
| Cc1cccc(C)c1NC(=O)COC(=O)c1ccccc1Nc1ccccc1 | -5 | 1.4 | -3 | -1.3 | 1.4 | -4 | -0.1 | 0.9 | -1.0 | -1.6 | -4 |
| CCCCCOC(=O)Cn1c(SCC(=O)Nc2ccccc2)nc2c1c(=O)[nH]c(=O)n2C | -8 | 0.1 | 2 | 1.3 | 1.2 | 0 | 1.3 | 0.5 | -1.3 | -1.1 | -2 |
| Cn1c(=O)c(Nc2ccc(Cl)cc2)c2c3c(cccc31)C(=O)c1ccccc1-2 | 11 | -1.2 | 1 | 4.0 | nt | 2 | -0.2 | nt | -0.1 | 1.0 | -1 |
| COCCCC1CCN(C(=O)C2CCC(=O)N(CC3CCCCC3)C2)CC1 (stereo not given) | 4 | -2.4 | 1 | 0.3 | 1.4 | -15 | -2.0 | 0.3 | -1.8 | -1.6 | -1 |
| CCN(CC(=O)Nc1ccc2c(c1)OCCO2)Cc1nc2cc(Cl)ccc2c(=O)[nH]1 | -3 | -1.8 | 0 | -3.1 | -1.4 | -6 | -2.8 | 0.2 | -0.8 | 2.4 | 0 |
| CCOC(=O)C(/C(C)=N/NC(=O)c1ccccc1[N+](=O)[O-])C(C)C (stereo not given) | 4 | 0.5 | -2 | 1.3 | -0.9 | 6 | -0.2 | -0.3 | -0.7 | -0.7 | 0 |
| COc1ccc(NC(=O)c2ccc3ncsc3c2)c2ccccc12 | 1 | 0.6 | -2 | -0.6 | 2.8 | -1 | 0.0 | 0.0 | -1.3 | 0.0 | -2 |
| CCCn1c(-c2cccc([N+](=O)[O-])c2)nc2c1c(=O)[nH]c(=O)n2Cc1ccccc1 | 17 | -2.5 | -2 | -0.1 | 3.3 | 11 | -0.9 | 6.4* | -1.0 | -0.3 | 0 |
| COc1ccc(C(=O)CC(=O)C(=O)Nc2ccc(C)c(Cl)c2)cc1 | 2 | -0.7 | -1 | 2.8 | 1.2 | -1 | 0.5 | 3.1 | 0.5 | 0.6 | -1 |
| CN1CCN(CC(=O)Nc2c(C(=O)c3ccccc3)oc3ccccc23)CC1 | -4 | -0.3 | 2 | 3.9 | 0.4 | -3 | -0.4 | -0.5 | -1.9 | -0.3 | 2 |
| COc1cc(N/C=C2\CC(=O)NC(C)=C2C#N)cc(OC)c1OC | -12 | -2.5 | 2 | -3.0 | 0.7 | -23 | -0.2 | 0.9 | -1.1 | 0.0 | -8 |
| COc1cccc(CNC(=O)C(=O)NCCC2CCCCN2S(=O)(=O)c2ccc(C)cc2)c1 (stereo not given) | 2 | -0.6 | 0 | -0.8 | -2.7 | 2 | -2.1 | -0.4 | -0.7 | -1.9 | -1 |
| CCCCc1c(O)nc2ccccn2c1=O | -1 | -0.3 | -1 | 2.3 | 2.8 | -24 | 0.1 | -0.8 | -0.1 | 1.9 | -6 |
| COc1cccc(NC(=S)N2CCC(NC(=O)C3CCCCC3)CC2)c1 | 8 | 2.5 | -2 | -1.7 | 1.4 | -1 | 0.2 | 0.7 | -1.3 | -2.0 | 0 |
| COc1ccc(C)cc1NC(=O)CSc1nnc(CC(=O)Nc2ccccc2F)n1C | -4 | -0.8 | 0 | 2.0 | -1.1 | -7 | -0.1 | -0.1 | -0.7 | -1.0 | -2 |
| CCOc1ccc(OCCCCOc2ccccc2C(C)=O)cc1 | 2 | 0.1 | -2 | 0.7 | 1.4 | -20 | -0.6 | 0.4 | 0.9 | -1.6 | 2 |
| COc1cc2c(cc1OC)C1(CCCC1)CNC2C (stereo not given) | 2 | 0.1 | 0 | 5.2 | -1.5 | -17 | 0.4 | -0.6 | -1.7 | 0.6 | -6 |
| O=C(Nc1nc(=O)c2ccccc2s1)c1ccc(Cl)cc1 | 2 | 25* | 3 | 0.6 | 2.3 | -20 | 0.5 | 0.3 | -0.5 | -0.3 | -10 |
| Cc1nnc(NC(=O)c2ccc3ccccc3n2)s1 | -6 | 2.3 | 3 | 5.2 | 2.3 | -8 | 4.3* | 2.2 | 0.2 | 7.6* | -3 |
| CCOc1ccc2c(=O)c(-c3ccc4c(c3)OCCCO4)c(C)oc2c1 | 1 | -0.3 | -5 | 0.4 | 0.4 | 9 | 0.4 | -0.1 | -1.4 | 0.7 | 5 |
| Cc1csc(NC(=O)c2ccc(S(C)(=O)=O)cc2)n1 | -4 | 0.3 | 3 | 8.0 | 2.3 | -6 | 2.6 | 1.4 | -0.8 | 0.9 | -5 |
| CCOc1ccccc1N(CC(=O)N1CCOCC1)S(=O)(=O)c1ccccc1 | -2 | -0.5 | -3 | -1.4 | -2.8 | -2 | -0.9 | 1.6 | -0.8 | -1.2 | 1 |
| COCc1cc(N2CCN(C(=O)OC(C)(C)C)C[C@H]2C)ccc1N1CCN(Cc2ccccc2)[C@H](C)C1 | 2 | -0.5 | -3 | -0.3 | nt | -3 | -1.3 | nt | -0.5 | -1.5 | 0 |
| CCOC(=O)C1(C)CCCN(C(=O)c2c(F)ccc(C)c2F)C1 (stereo not given) | 1 | 0.0 | -2 | -1.6 | -1.2 | -2 | -0.4 | nt | -1.2 | -1.3 | 0 |
| COc1cccc(CC(NC(C)=O)C(=O)NC2CCN(c3nnnn3-c3ccccc3)CC2)c1OC (stereo not given) | -4 | -1.1 | 1 | -2.2 | 1.1 | -5 | -1.8 | -0.3 | -1.3 | -2.1 | 0 |
| CCOC(=O)CSc1nnc(CNC(=O)c2ccco2)n1-c1ccc(F)cc1 | 4 | -0.2 | -3 | 2.1 | 0.0 | 1 | -0.1 | 1.2 | 0.6 | 3.1 | -4 |
| O=C(Nc1cc(SCCO)cc([N+](=O)[O-])c1)c1ccc(Br)o1 | 3 | -0.5 | -1 | -4.1 | 0.8 | 7 | -1.7 | -1.5 | -1.5 | -3.9 | 5 |
| COC(=O)c1cccc2c1-c1ccccc1/C2=N\NC(N)=O | 23 | -4.0 | 2 | 0.9 | -1.8 | -2 | -0.3 | 2.7 | -1.8 | 0.3 | 1 |
| C(=C\c1ccccc1)/CN1CCN(C(CCc2ccccc2)c2nnnn2C2CCCC2)CC1 (stereo not given) | 2 | 0.5 | -1 | 3.3 | nt | -2 | -1.5 | nt | -0.4 | -0.4 | -1 |
| Cc1cccc(-n2c(SCC(=O)N(C)C3CCS(=O)(=O)C3)nc3ccccc3c2=O)c1C (stereo not given) | -6 | 0.2 | 0 | -3.7 | 0.8 | -3 | -2.5 | -1.1 | -1.2 | -0.5 | 2 |
| CCOc1ccc(S(=O)(=O)n2ccc(C)n2)cc1 | -1 | -0.7 | -2 | -1.2 | 2.1 | -4 | -0.1 | -0.4 | -0.9 | -2.6 | -4 |
| CC(C)c1ccc(NS(=O)(=O)c2ccc3c(c2)oc(=O)n3C)cc1 | 3 | -2.4 | 0 | 0.1 | -1.1 | 4 | -0.1 | -0.6 | -1.4 | -1.1 | 2 |
| CC(=O)c1c(C)[nH]c(C(=O)CN(C)CC(=O)Nc2ccccc2Cl)c1C | -1 | -0.9 | 2 | -0.7 | -0.2 | -118 | -2.6 | -0.6 | -1.0 | -1.0 | 0 |
| CCOC(=O)CNc1nc(C(C)(C)C)nc2c1nnn2Cc1ccccc1Cl | -5 | -3.1 | 3 | 1.1 | -1.8 | 6 | 0.7 | -0.4 | -1.4 | -0.5 | -1 |
| CCc1ccc([C@H]2C(C(=O)O)=C[C@@H](C(C)(C)C)N2S(=O)(=O)c2ccc(C)cc2)cc1 | -3 | 0.1 | -3 | -3.7 | -0.9 | 5 | -1.5 | 0.3 | -0.6 | -1.6 | -4 |
| O=C(NCc1ccc(F)cc1)C(c1cccs1)N(C(=O)c1csnn1)C1CC1 (stereo not given) | -6 | 2.0 | 0 | -0.3 | -0.7 | -5 | -0.5 | 2.0 | -1.4 | -0.4 | 1 |
| CC[C@H](C)[C@H](NC(=O)c1ccccc1)C(=O)NC(CC(=O)O)c1ccc(F)cc1 (stereo not given in full) | 3 | -0.7 | -1 | -0.2 | -0.6 | 3 | -0.4 | -0.6 | -1.1 | -1.6 | -2 |
| COc1cccc(OC)c1C(=O)NC(=S)Nc1ccc2c(c1)OCCO2 | 1 | -3.8 | -4 | -5.1 | -3.2 | 8 | -0.8 | -1.1 | -1.4 | -2.5 | -1 |

Screening data as filed in PubChem BioAssay.
